Screening data (PubChem BioAssay)
TPT1 inhibitor – inhibitors of Candida albicans tRNA 2'-phosphotransferase TPT1 | hit rate 0.81% among 300,000 | inhibition, % at 5 µM | recombinant caTPT1, FP RNA substrate dephosphorylation | AID 1962;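 active means inhibition above the mean of all tested compounds plus 3 SD, set per screening campaign, cut at about 24% in these data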;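 further: plate controls were DMSO alone for no effect and ferristatin control at 100 nM for full effect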
Efflux pump mplx – inhibitors of Candida antifungal efflux pumps expressed in yeast. S. cerevisiae Candida pump triplex, Nile Red efflux. inhibition, % at 10 µM. hit rate 0.44% among 330,000;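 active means plate passing quality check with inhibition over a set limit, or well fluorescence over plate mean plus 4 SD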;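 further: Nile Red retained in pooled yeast measured as flow cytometry median fluorescence; 0% = buffer negative control and 100% = Enniatin B positive control; higher means more Nile Red kept so more efflux inhibition; some compounds called inactive have numbers as strong as hits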
EBNA-1 inh – blocks EBNA-1 binding to DNA; inhibition, % at 14.8 µM; hit rate 0.34% among 300,000; EBNA-1 DNA binding, fluorescence polarization; in the data active means inhibition above about 28%
PP5 inh – inhibitors of human protein phosphatase 5 (PP5). hit rate 0.18% among 320,000. purified PP5c, OMFP substrate fluorescence. inhibition, % at 6.7 µM. P53041. AID 1987;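 active means inhibition above the campaign's mean inhibition across all tested compounds plus 3 SD, cut at about 9.5% in these data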;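 further: 0% = DMSO only and 100% = 100 µM cantharidin control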
PP1 counter – counter-screen for PP5 inhibitors: inhibitors of human PP1-alpha. P62136. purified PP1alpha, OMFP fluorescence. inhibition, % at 6.7 µM. hit rate 0.9% among 320,000. AID 2235;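 active means inhibition above the mean inhibition of all tested compounds plus 3 SD, computed separately for each screening campaign, cut at about 15% in these data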
Target sequence (P62136 whole entry, looked up): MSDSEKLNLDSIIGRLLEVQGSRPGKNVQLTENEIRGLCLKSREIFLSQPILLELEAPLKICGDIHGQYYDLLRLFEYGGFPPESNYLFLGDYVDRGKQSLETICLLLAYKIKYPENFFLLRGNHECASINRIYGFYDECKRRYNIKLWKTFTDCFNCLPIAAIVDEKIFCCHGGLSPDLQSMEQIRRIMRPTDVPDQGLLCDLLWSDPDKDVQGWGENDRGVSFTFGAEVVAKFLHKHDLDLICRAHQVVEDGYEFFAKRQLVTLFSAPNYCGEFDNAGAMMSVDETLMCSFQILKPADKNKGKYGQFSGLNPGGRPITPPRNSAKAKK
core dimer inh – blocks dimerization of HCV core protein | TR-FRET GST/Flag-core106 dimerization, 1536-well | inhibition, % at 5 µM | hit rate 0.33% among 300,000 | AID 1899;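 active means inhibition above the mean of all tested compounds plus 3 SD, set per screening campaign, cut at about 45% in these data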
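assay system = GST-tagged and Flag-tagged HCV core protein residues 1-106 | controls = unlabelled core106 and no-GST-core106 wells | incubation = compound-protein-antibody incubation 4 h at 22.5 °C | probe or stimulus = Eu donor and XL665 acceptor anti-tag antibodies | read-out = % inhibition based on acceptor/donor emission ratio | signal = TR-FRET 671 and 617 nm emission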
Fh CTSL1 inh – blocks F. hepatica cathepsin L1 in PFM18AAP counter-screen | hit rate 0.49% among 300,000 | recombinant F. hepatica cathepsin L1, Z-Leu-Arg-MCA fluorescence | AID 1906 | inhibition, % at 5.96 µM;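 active means inhibition above the mean of all tested compounds plus 3 SD, set per screening campaign, cut at about 17% in these data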;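 further: 0% = plate median of test compound wells and 100% = 1 µM Z-Phe-Ala-diazomethylketone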
ZTA DNA inh – blocks Epstein-Barr virus ZTA, an EBNA-1 counter-screen | ZTA-DNA binding, fluorescence polarization | inhibition, % at 11 µM | AID 2234 | P03206 | hit rate 0.15% among 320,000; in the data active means inhibition above about 33%
PREPL inh – inhibitors of human prolyl oligopeptidase-like enzyme PREPL. Q4J6C6. recombinant PREPL, fluorescence polarization activity-based probe. inhibition, % at 5.96 µM. hit rate 0.68% among 320,000; in the data active means inhibition above about 43%;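 further: 0% = enzyme with DMSO and 100% = wells lacking enzyme; many of its hits are not listed in these tables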
Target sequence (Q4J6C6 whole entry, looked up): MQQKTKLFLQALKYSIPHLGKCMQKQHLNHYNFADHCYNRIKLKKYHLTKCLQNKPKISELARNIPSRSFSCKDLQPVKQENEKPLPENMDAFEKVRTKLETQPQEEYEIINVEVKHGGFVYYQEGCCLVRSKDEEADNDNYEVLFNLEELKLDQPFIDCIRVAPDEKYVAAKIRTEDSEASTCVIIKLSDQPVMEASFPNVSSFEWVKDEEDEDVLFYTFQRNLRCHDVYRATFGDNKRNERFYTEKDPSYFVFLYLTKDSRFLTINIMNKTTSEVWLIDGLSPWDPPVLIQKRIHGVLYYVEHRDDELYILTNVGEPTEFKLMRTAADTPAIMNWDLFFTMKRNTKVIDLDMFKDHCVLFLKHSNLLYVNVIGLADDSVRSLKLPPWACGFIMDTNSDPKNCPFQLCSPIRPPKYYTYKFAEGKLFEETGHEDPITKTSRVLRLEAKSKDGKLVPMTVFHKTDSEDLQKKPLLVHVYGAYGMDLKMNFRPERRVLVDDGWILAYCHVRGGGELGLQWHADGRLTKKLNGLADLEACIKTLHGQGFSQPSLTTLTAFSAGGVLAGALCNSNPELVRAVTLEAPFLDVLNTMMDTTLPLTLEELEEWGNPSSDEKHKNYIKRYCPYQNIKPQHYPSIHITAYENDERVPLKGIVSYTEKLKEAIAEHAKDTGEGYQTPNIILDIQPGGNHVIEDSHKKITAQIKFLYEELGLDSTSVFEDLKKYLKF
* marks the source's active call; other numbers are inactive results; x = not tested or not shown. This is a subset; count on the stated rates, not on these rows.

SMILES | TPT1 inhibitor | Efflux pump mplx | EBNA-1 inh | PP5 inh | PP1 counter | core dimer inh | Fh CTSL1 inh | ZTA DNA inh | PREPL inh
COc1ccc(/C=C2\N=C(SC)N(c3ccccc3OC)C2=O)cc1 | 0 | 0.2 | -2 | 3.6 | 2 | 4 | 2 | 5 | -1
Cc1ccc(N2CCN(c3ccc(C)cc3)C(CC(=O)O)C2=O)cc1 (stereo not drawn) | -1 | 0.1 | 3 | 2.7 | 12 | 2 | -1 | 1 | 11
Cc1ccccc1NC(=S)NN1CCN(C)CC1 | 3 | 0.0 | -4 | 0.3 | -5 | -6 | 3 | -7 | 13
COc1cccc(OC)c1NC(=O)Cn1nc(C)c2ccccc2c1=O | -1 | 0.4 | -1 | 3.5 | -3 | -6 | 0 | -7 | -8
Cc1ccc(N2CC(C(=O)Nc3ccc(S(=O)(=O)N4CCCC4)cc3)CC2=O)cc1C (stereo not drawn) | 2 | 0.0 | -6 | 1.5 | -3 | 12 | -2 | 4 | 5
COc1cccc(-n2c(SCC(=O)OC(C)C)nnc2-c2cccnc2)c1 | 1 | 0.0 | 0 | -0.1 | -4 | -3 | -1 | 0 | 8
Fc1ccc(CSc2nc3ccccc3[nH]2)c2ccccc12 | 0 | 0.3 | -10 | 4.7 | 0 | 1 | 3 | -7 | 2
CNS(=O)(=O)/C=C/c1ccccc1 | 0 | 0.1 | -10 | -1.5 | 2 | -1 | 3 | 0 | 7
COc1ccc(CCNC(=O)CN2CCCc3ccccc32)cc1OC | 2 | 0.1 | 5 | -1.8 | 0 | -1 | 0 | 12 | 1
C=CCNC(=S)NNC(=O)C(CCC(C)C)CC(C)(C)O (stereo not drawn) | 2 | -0.1 | -3 | 0.3 | -4 | 1 | 0 | -5 | -4
CCOC(=O)CSc1nc2ccccc2c(=O)n1CC1CCCC1 | -2 | 0.1 | 3 | 1.5 | -3 | 12 | -3 | -3 | 2
CCCN(CCC)C(=O)CSc1nc2ccccc2c(=O)n1C1CCCC1 | -2 | 0.2 | 1 | 3.8 | 3 | 6 | 1 | -16 | 7
COc1ccc(CCNS(=O)(=O)c2ccccc2[N+](=O)[O-])cc1OC | -2 | -0.2 | 3 | 0.8 | -3 | -4 | -2 | -8 | -2
COc1cccc(CNC(=O)CCc2nc3cc(S(=O)(=O)N4CCOCC4)ccc3n2C)c1 | -3 | -0.3 | 5 | 1.2 | -4 | 2 | -1 | 2 | -7
O=C(O)c1ccccc1OCCOc1ccccc1 | -5 | -0.1 | 8 | -0.3 | 0 | -5 | 0 | 2 | -3
O=C(Nc1ccc(N2CCN(Cc3ccccc3)CC2)cc1)c1ccco1 | 0 | 0.0 | -3 | 1.5 | 3 | 1 | -1 | 13 | 8
O=C(O)c1cc2nc3c(c(C(F)(F)F)n2n1)CCCC3 | -6 | 0.6 | -13 | 2.5 | 0 | 0 | -2 | 6 | 0
Cc1cc2ncc(C(=O)N=CN(C)C)cn2n1 | 1 | 0.0 | 9 | -3.7 | -3 | 0 | -3 | 14 | 0
CCC(=O)c1ccc(N2CCN(C(=O)Cc3ccccc3)CC2)c(F)c1 | 1 | 0.2 | -5 | 2.2 | 3 | 2 | -1 | -1 | -14
Cc1cnc(NC(=O)CSc2nc3ccccc3c(=O)[nH]2)s1 | -1 | 0.0 | -1 | 2.3 | -4 | -4 | 1 | -14 | -3
O=C(Nc1cccc(Cl)c1)Nc1nc(-c2ccc(Cl)cc2)cs1 | -1 | 0.0 | 13 | 0.4 | 2 | 2 | -5 | 11 | 7
C[C@@]12C(=O)Nc3cc(F)ccc3C(=O)N1[C@H]1c3ccccc3OC[C@@H]1[C@@H]2c1ccccc1 | -4 | -0.1 | -6 | 2.8 | 13 | 29 | 0 | -2 | 2
O=C(c1cccnc1)N1CCN(C/C=C/c2ccccc2)CC1 | -2 | 0.0 | -5 | -0.2 | 13 | 6 | 4 | 0 | 30
Cc1ccc(C(C)C)c(OCC(=O)Nc2ccccc2N2CCN(C)CC2)c1 | -1 | 0.2 | -17 | 1.6 | -3 | 10 | 0 | -11 | -10
NC(=O)c1ccc[n+]([C@H]2O[C@@H](COP(=O)([O-])OP(=O)(O)OC[C@H]3O[C@@H](n4cnc5c(N)ncnc54)[C@H](O)[C@@H]3O)[C@H](O)[C@@H]2O)c1 | 0 | 0.1 | -2 | 0.8 | 7 | -10 | -4 | -20 | 0
COc1ccc(C2CC(c3ccc(OC)c(OC)c3)=NN2S(C)(=O)=O)cc1 (stereo not drawn) | 0 | 0.0 | 7 | 0.6 | -2 | 2 | 0 | -7 | 7
O=C(O)CSc1nc2ccccc2[nH]1 | -2 | -0.1 | -4 | -1.1 | -3 | -1 | 1 | -5 | -3
COC(=O)CC1C(=O)NCCN1C(=O)c1cc(OC)c(OC)cc1OC (stereo not drawn) | -1 | -0.4 | 6 | -0.9 | 0 | 8 | 5 | 14 | 12
O=c1c(C=NCCN2CCNCC2)c(-c2ccccc2)[nH]n1-c1ccc([N+](=O)[O-])cc1 | -2 | 0.0 | 4 | -0.5 | 12 | -4 | 1 | 11 | 3
CC(C)Oc1ccc(CCC(=O)NNC(=O)c2ccccc2C(=O)O)cc1 | 1 | 0.1 | -9 | 3.4 | -2 | -3 | -2 | -7 | -18
Cc1cccnc1NC(N)=S | 2 | -0.1 | 7 | -1.9 | -1 | -1 | -4 | 11 | -1
CC(=O)C1=C(O)C(=O)N(c2nccs2)C1c1ccc(Br)cc1 (stereo not drawn) | 3 | 0.2 | -9 | -3.7 | 4 | 2 | -5 | 2 | -32
Cc1nnc(NC(=O)c2ccncc2)s1 | 2 | 0.3 | -4 | -0.8 | -5 | 1 | 2 | -3 | 20
Cc1ccc(-c2nnn(CC(=O)N(Cc3ccco3)C(C(=O)NC(C)(C)C)c3ccc(C)o3)n2)o1 (stereo not drawn) | 0 | -0.2 | -5 | 1.8 | -1 | 13 | -2 | 9 | 0
NS(=O)(=O)c1ccc(NC(=S)NC(=O)c2ccc3c(c2)OCO3)cc1 | 5 | -0.1 | 61* | -0.3 | 0 | 1 | 3 | 10 | -13
CC12CCC(=O)N1C(C(=O)Nc1ccc(Cl)c(S(=O)(=O)N3CCCCC3)c1)CS2 (stereo not drawn) | 2 | 0.0 | -8 | 1.1 | 1 | 5 | -1 | 7 | 5
O=C1C2(CCCC13COC(c1ccc(O)cc1)OC3)COC(c1ccc(O)cc1)OC2 (stereo not drawn) | -1 | -0.1 | 6 | 0.4 | -1 | -10 | 1 | -2 | 11
COc1ccc(C(=O)N/N=C/c2ccc(OC)c(CSc3ccccn3)c2)cc1 | -2 | -0.1 | 2 | 4.9 | 3 | 7 | -11 | -18 | -5
Cc1ccc(S(=O)(=O)CCC(=O)OC(C)C(=O)N2CCc3ccccc32)cc1 (stereo not drawn) | 0 | 0.1 | 0 | -2.5 | -4 | -3 | -65 | 2 | -10
COCCCNC(=O)CSc1nc2cc3c(cc2c(=O)n1CCCC(=O)NCc1ccc(OC)cc1)OCO3 | -1 | 0.2 | -3 | -3.0 | 1 | -5 | 2 | -14 | 8
COc1ccc(C(=O)NCC(=O)NCC(=O)OCC(=O)C(C)(C)C)cc1 | 3 | 0.1 | 6 | 1.8 | -1 | -10 | -4 | 1 | 22
CCOC(=O)c1ccsc1NC(=O)c1ccco1 | 0 | 0.4 | 5 | 1.3 | -1 | 12 | 0 | 3 | 6
O=C(CCN1C(=O)c2ccccc2C1=O)Nc1cccc(F)c1 | 1 | -0.1 | -1 | -0.4 | -4 | 0 | 0 | -7 | -4
COc1cc(O)c(C(CCN2CCN(c3ccccc3)CC2)c2cc(OC)c(OC)c(OC)c2)c(OC)c1 (stereo not drawn) | -1 | x | 13 | 2.0 | 0 | 8 | 0 | 6 | 19
O=C1C=C(c2cccc(Cl)c2O)C[C@@H](c2ccc3c(c2)OCO3)C1 | x | -0.1 | x | 0.7 | 3 | x | x | -1 | -5
O=c1cc(N2CCOCC2)[nH]c(=O)n1C1CCCCC1 | -3 | 0.0 | 4 | 1.7 | -3 | -1 | -3 | -2 | -2
COc1ccc(CNC(=O)C(=O)NCC2OCCN2S(=O)(=O)c2ccc(F)cc2)cc1 (stereo not drawn) | 3 | 0.1 | 3 | -0.5 | 1 | 11 | 0 | -6 | -1
CCOc1ccccc1C(=O)NCC(=O)NNC(=O)c1cccc(S(=O)(=O)Nc2ccc(OC)cc2)c1 | 4 | -0.1 | 14 | -4.4 | -3 | 3 | -7 | 9 | -5
Cc1ccc(C)c(NS(=O)(=O)c2cc(C(=O)NCCSC3CCCCC3)ccc2C)c1 | 0 | 0.3 | -11 | 5.8 | 4 | 12 | 5 | -13 | 5
COc1ccccc1NC1=C(Cl)C(=O)OC1OC(=O)c1ccco1 (stereo not drawn) | 4 | -0.1 | -16 | -0.1 | -2 | -2 | 0 | -18 | 15
CCCN(CC(=O)Nc1ccccc1OC)C(=O)c1cc(S(=O)(=O)NCc2ccccc2)ccc1C | -1 | -5.4 | 12 | -1.4 | -1 | 1 | 1 | 13 | 0
CC1(C)CNC(=O)C=C(c2ccccc2)C1 | 2 | -0.1 | 3 | 0.8 | -4 | -3 | 3 | -11 | -4
Cc1coc2cc3oc(=O)c(CCC(=O)NCc4ccccn4)c(C)c3cc12 | -2 | 0.0 | 5 | 1.2 | -5 | 3 | -1 | 6 | -2

In the list so far, eleven have four or more nitrogen atoms.
SMILES | TPT1 inhibitor | Efflux pump mplx | EBNA-1 inh | PP5 inh | PP1 counter | core dimer inh | Fh CTSL1 inh | ZTA DNA inh | PREPL inh
Cc1ccccc1NC(=S)NN1CCN(C)CC1 | 3 | 0.0 | -4 | 0.3 | -5 | -6 | 3 | -7 | 13
COc1cccc(-n2c(SCC(=O)OC(C)C)nnc2-c2cccnc2)c1 | 1 | 0.0 | 0 | -0.1 | -4 | -3 | -1 | 0 | 8
COc1cccc(CNC(=O)CCc2nc3cc(S(=O)(=O)N4CCOCC4)ccc3n2C)c1 | -3 | -0.3 | 5 | 1.2 | -4 | 2 | -1 | 2 | -7
Cc1cc2ncc(C(=O)N=CN(C)C)cn2n1 | 1 | 0.0 | 9 | -3.7 | -3 | 0 | -3 | 14 | 0
Cc1cnc(NC(=O)CSc2nc3ccccc3c(=O)[nH]2)s1 | -1 | 0.0 | -1 | 2.3 | -4 | -4 | 1 | -14 | -3
NC(=O)c1ccc[n+]([C@H]2O[C@@H](COP(=O)([O-])OP(=O)(O)OC[C@H]3O[C@@H](n4cnc5c(N)ncnc54)[C@H](O)[C@@H]3O)[C@H](O)[C@@H]2O)c1 | 0 | 0.1 | -2 | 0.8 | 7 | -10 | -4 | -20 | 0
O=c1c(C=NCCN2CCNCC2)c(-c2ccccc2)[nH]n1-c1ccc([N+](=O)[O-])cc1 | -2 | 0.0 | 4 | -0.5 | 12 | -4 | 1 | 11 | 3
Cc1nnc(NC(=O)c2ccncc2)s1 | 2 | 0.3 | -4 | -0.8 | -5 | 1 | 2 | -3 | 20
Cc1ccc(-c2nnn(CC(=O)N(Cc3ccco3)C(C(=O)NC(C)(C)C)c3ccc(C)o3)n2)o1 (stereo not drawn) | 0 | -0.2 | -5 | 1.8 | -1 | 13 | -2 | 9 | 0
COCCCNC(=O)CSc1nc2cc3c(cc2c(=O)n1CCCC(=O)NCc1ccc(OC)cc1)OCO3 | -1 | 0.2 | -3 | -3.0 | 1 | -5 | 2 | -14 | 8
CCOc1ccccc1C(=O)NCC(=O)NNC(=O)c1cccc(S(=O)(=O)Nc2ccc(OC)cc2)c1 | 4 | -0.1 | 14 | -4.4 | -3 | 3 | -7 | 9 | -5
